Vc quorum ag: inducers of Vibrio cholerae quorum light production without autoinducers; activation, % at 18.7 µM; V. cholerae BH1578 lux reporter, luminescence, 6 h; 350,000 compounds, 0.16% hits; in the data active = activation mostly above about 9.7%, no sharp cut-off; note: not every result past the cut was called active; inactives centre near 0; reference of the scale not given here
SSB-PriA inh: inhibitors of Klebsiella pneumoniae PriA binding to SSB C-terminal tail; inhibition, % at 33 µM; AlphaScreen SSBct-PriA binding, biotinylated peptide; 430,000 compounds, 0.6% hits; in the data active = inhibition mostly above about 37%, no sharp cut-off; inactive = mostly below about 20%;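 note: plate controls were negative control peptide for no effect and reference peptide for full effect; strong numbers were not always called active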
Rv3671c inh: inhibitors of M. tuberculosis serine protease Rv3671c. inhibition, % at 5.96 µM. 320,000 compounds, 0.048% hits; in the data active = inhibition above about 38%;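 note: extracellular domain of Rv3671c used as enzyme; 0% = enzyme with DMSO and 100% = no enzyme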
Target sequence (P9WHR9 whole entry, looked up, the tested form may be a part): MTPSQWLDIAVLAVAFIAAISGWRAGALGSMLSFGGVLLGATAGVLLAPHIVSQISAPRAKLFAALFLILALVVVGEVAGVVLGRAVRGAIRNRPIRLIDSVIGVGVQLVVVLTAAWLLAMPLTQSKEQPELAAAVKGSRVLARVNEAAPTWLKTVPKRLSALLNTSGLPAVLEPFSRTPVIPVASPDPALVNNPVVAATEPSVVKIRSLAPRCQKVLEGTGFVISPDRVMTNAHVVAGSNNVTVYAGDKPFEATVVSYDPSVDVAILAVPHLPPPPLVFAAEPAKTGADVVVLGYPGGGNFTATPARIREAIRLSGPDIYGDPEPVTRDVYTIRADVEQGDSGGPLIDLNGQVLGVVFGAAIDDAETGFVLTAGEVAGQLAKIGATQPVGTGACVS
PrPC surface inh: inhibitors of human cell surface prion protein PrPC | P04156 | TR-FRET read-out | inhibition, % at 13.8 µM | 370,000 compounds, 0.43% hits | AID 720596; in the data active = inhibition above about 24%; note: 0% = median of the test wells and 100% = reference compound wells
CCHFV vOTU inh: CCHFV vOTU protease inhibition | Pep-AMC fluorescence | inhibition, % at 11.5 µM | 370,000 compounds, 0.55% hits | AID 651958; in the data active = inhibition above about 30%; note: 0% = vehicle wells with enzyme and 100% = no enzyme wells
TcdB inh: blocks C. difficile toxin B glycohydrolase activity; inhibition, % at 9.99 µM; TcdB glycohydrolase enzymatic assay, plate reader; AID 652162; 350,000 compounds, 0.24% hits; P18177; in the data active = inhibition above about 10%
3CLpro inhibitor: SARS-CoV 3CLpro protease inhibition. recombinant SARS-CoV 3CLpro, quenched FRET peptide cleavage. AID 1706. 290,000 compounds, 0.14% hits. inhibition, % at 6 µM; in the data active = inhibition above about 12%
MazEF act: MazEF (E. coli) toxin RNase activation; P0AE70; FAM/BHQ RNA-DNA oligo cleavage fluorescence, 5 h; activation, % at 20 µM; 350,000 compounds, 0.32% hits; in the data active = activation above about 50%
Target sequence (P0AE70 whole entry, looked up): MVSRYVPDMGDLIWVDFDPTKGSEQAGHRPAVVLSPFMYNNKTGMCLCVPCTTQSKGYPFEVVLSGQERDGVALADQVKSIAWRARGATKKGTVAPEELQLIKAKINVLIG
VHR inh abs: blocks human VHR1 dual specificity phosphatase. P51452. inhibition, % at 13.3 µM. 290,000 compounds, 0.52% hits. AID 1654. recombinant VHR phosphatase, pNPP absorbance; in the data active = inhibition above about 50%; note: some compounds called inactive have numbers as strong as hits
Target sequence (P51452 whole entry, looked up): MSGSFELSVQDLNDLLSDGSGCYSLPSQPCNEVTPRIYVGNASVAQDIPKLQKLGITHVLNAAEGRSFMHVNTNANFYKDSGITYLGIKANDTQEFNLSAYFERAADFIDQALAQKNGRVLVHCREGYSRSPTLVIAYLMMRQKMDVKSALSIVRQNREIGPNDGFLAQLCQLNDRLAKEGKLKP
Y pestis TopoI: Y. pestis Topo-I inhibition via cleavage products; 360,000 compounds, 0.064% hits; Y. pestis Topo-I cleavage product accumulation, plate reader; AID 504884; activity, % at 10 µM; in the data active = activity above about 50%, passing the limit was not always enough; note: inactives centre near 2
* = called active by the depositor; i = inactive; · = not tested or not shown. Only part of the results is shown (hit frequency here may not be typical).

cpd	molecule	3CLpro inhibitor	Y pestis TopoI	TcdB inh	Rv3671c inh	VHR inh abs	CCHFV vOTU inh	PrPC surface inh	MazEF act	SSB-PriA inh	Vc quorum ag
1	COC(=O)NNC(=O)c1ccccc1OC	-1	2	-0.2	14	21	2	3	-2	-7	-0.1
2	Cc1ccsc1/C=N/NC(=O)c1ccncc1	2	3	0.0	13	32	9	6	0	·	3.1
3	O=C(c1cccnc1)N1c2ccccc2Sc2ccccc21	-1	-7	2.7	10	6	-2	-4	-2	5	-0.3
4	O=C(NNC(=O)c1ccc(-n2cncn2)c([N+](=O)[O-])c1)c1ccccc1	·	1	0.1	2	·	9	-16	3	9	i
5	CC(C)(C)OC(=O)C[C@H]1C/C=C\C[C@H](CC(=O)N[C@H](CO)Cc2ccccc2)C(=O)N2CCC[C@@H]2COC1=O	·	22	1.0	-3	·	9	8	-4	·	0.3
6	Cc1cc(C)n(-c2nc3ccccc3c3nc(C)nn23)n1	-3	-3	1.1	-5	15	4	-2	-13	104*	-0.1
7	O=C(CNCc1ccco1)Nc1ccccc1-n1cccc1	-3	6	0.2	6	-5	-12	5	-8	-7	i
8	O=NN1CCCCC1	·	5	-0.2	1	·	-2	4	3	-9	-0.4
9	CCOC(=O)C1CCCN(C(=O)C2CCN(S(=O)(=O)N3CCC4(CC3)OCCO4)CC2)C1 (stereo unspecified)	-2	8	-0.8	5	-1	-2	5	5	1	-3.6
10	CC(C)Cc1ccc(CN2CCCC(NC(=O)CCN3CCOCC3)C2)cc1 (stereo unspecified)	-3	5	0.4	·	15	0	5	-3	-5	i
11	CCCn1nnc2sc3c(c2c1=O)CCC(C)C3 (stereo unspecified)	8	2	·	-1	32	1	-3	20	-45	-0.2
12	Cc1cccc(NC(=O)c2sccc2-n2cccc2)c1C	-3	18	1.8	9	30	10	-6	-8	13	-0.2
13	CCC(NC(=O)CSc1nnnn1C1CC1)c1ccc(Br)cc1 (stereo unspecified)	·	-4	0.7	6	·	2	8	-1	-8	1.9
14	Cc1nn2c3cc(N4CCOCC4)ccc3nc2c2ccccc12	0	·	·	1	·	6	-6	32	-1	·
15	Cc1ccc(NC(=O)N2CCC(NC(=O)c3cccc(C)c3)CC2)cc1	-1	-9	0.1	3	6	-10	-4	6	-20	i
16	COc1ccc(N2CCN(C(=O)CSc3nnc4nc(C)cc(C)n34)CC2)cc1	0	8	-1.6	-5	·	·	·	5	4	2.2
17	COc1ccc(-c2onc3ccc(Cl)cc23)cc1	0	-1	-1.1	-7	26	9	7	-2	-17	i
18	Cc1cccc(N2CCN(Cc3ccc4c(c3)OCO4)CC2)c1C	2	10	1.4	5	7	-2	-7	-3	-6	i
19	CC1CCCN(CC(=O)Nc2ccc(S(=O)(=O)N3CCCCCC3)cc2)C1 (stereo unspecified)	1	-2	-0.6	-5	4	-2	8	-7	-16	i
20	O=C(CN1CCC(NC(=O)c2ccccc2Cl)CC1)NCc1ccco1	-2	2	1.3	-10	24	0	4	4	1	0.4
21	Cc1ccc(S(=O)(=O)Nc2nc3ccccc3s2)cc1	-2	-6	·	-1	30	-5	3	4	-1	i
22	C(=N\N1CCOCC1)/c1cn(-c2ccccc2)nc1-c1ccccc1	4	13	2.0	2	7	-12	-1	0	·	-0.3
23	CCCCCNC(=O)c1ccc2c(=O)n(CCOC)c(=O)[nH]c2c1	2	0	·	10	14	1	2	5	-6	i
24	Cc1ccsc1C(=O)NCCc1nnc2ccccn12	1	3	0.9	-3	9	-6	-5	6	4	-0.5
25	COc1cc(C(=O)NN=Cc2ccc(N(CCCl)CCCl)cc2)cc(OC)c1OC	·	10	1.6	·	·	0	5	-6	-15	0.1
26	CC(=O)c1cccc(NC(=O)NC2CC(=O)N(c3ccc4c(c3)OCCO4)C2)c1 (stereo unspecified)	·	8	2.9	7	·	9	-2	6	1	-0.7
27	O=C(Nc1ccc2oc(-c3ccccc3F)nc2c1)c1cncc(Br)c1	-4	2	·	5	8	-5	1	-12	-11	-17
28	COc1ccc(OC)c(NC(=O)CSC2=NN3CCCC(=O)N=C3S2)c1	4	5	0.7	9	8	-3	10	15	-2	-0.4
29	Cc1cc(C)n(-c2nc3ccccc3nc2N2CCCCCC2)n1	-3	2	·	-3	-5	3	-4	-5	-99	i
30	CC1CC(C)CN(CCOc2cccc3ccccc23)C1 (stereo unspecified)	-1	6	4.7	4	·	-1	-3	-2	6	i
31	CC(=O)c1ccc(NC(=O)C(C)OC(=O)/C=C/c2ccco2)cc1 (stereo unspecified)	·	-3	-5.6	-1	·	2	8	6	-2	-0.8
32	O=C(c1cc(=O)[nH]c2ccccc12)N1CC=C(c2ccccc2)CC1	·	13	2.2	6	·	4	6	1	-5	-1.9

4 of the compounds above, field by field:
21: Cc1ccc(S(=O)(=O)Nc2nc3ccccc3s2)cc1
  3CLpro inhibitor: -2	Y pestis TopoI: -6	TcdB inh: ·	Rv3671c inh: -1	VHR inh abs: 30	CCHFV vOTU inh: -5	PrPC surface inh: 3	MazEF act: 4	SSB-PriA inh: -1	Vc quorum ag: i
22: C(=N\N1CCOCC1)/c1cn(-c2ccccc2)nc1-c1ccccc1
  3CLpro inhibitor: 4	Y pestis TopoI: 13	TcdB inh: 2.0	Rv3671c inh: 2	VHR inh abs: 7	CCHFV vOTU inh: -12	PrPC surface inh: -1	MazEF act: 0	SSB-PriA inh: ·	Vc quorum ag: -0.3
23: CCCCCNC(=O)c1ccc2c(=O)n(CCOC)c(=O)[nH]c2c1
  3CLpro inhibitor: 2	Y pestis TopoI: 0	TcdB inh: ·	Rv3671c inh: 10	VHR inh abs: 14	CCHFV vOTU inh: 1	PrPC surface inh: 2	MazEF act: 5	SSB-PriA inh: -6	Vc quorum ag: i
24: Cc1ccsc1C(=O)NCCc1nnc2ccccn12
  3CLpro inhibitor: 1	Y pestis TopoI: 3	TcdB inh: 0.9	Rv3671c inh: -3	VHR inh abs: 9	CCHFV vOTU inh: -6	PrPC surface inh: -5	MazEF act: 6	SSB-PriA inh: 4	Vc quorum ag: -0.5

Remaining list, next part
cpd	molecule	3CLpro inhibitor	Y pestis TopoI	TcdB inh	Rv3671c inh	VHR inh abs	CCHFV vOTU inh	PrPC surface inh	MazEF act	SSB-PriA inh	Vc quorum ag
33	CN(C)c1cccc(C(=O)Nc2nnc(Cc3ccccc3)s2)c1	-2	-8	0.8	1	-8	12	19	8	-3	i
34	COc1cc(-n2c(C)nc3cc(C(=O)O)ccc32)cc(OC)c1OC	0	6	2.8	-1	-15	2	-3	-4	-3	i
35	CCC(C)[C@H](NC(=O)Nc1ccc(S(N)(=O)=O)cc1)C(=O)OC (stereo partly specified)	-3	-2	-0.5	0	0	-1	1	14	-9	-0.5
36	CSc1ncccc1C(=O)Nc1ccc(S(=O)(=O)Nc2nccs2)cc1	-2	5	·	6	2	-6	5	-4	-13	-0.5
37	COc1c2c(nc3occc13)C(CCC(C)(C)O)(OC)C(O)CC2 (stereo unspecified)	-4	-4	·	-11	10	3	0	2	-4	-6.7
38	N#C/C(=N\O)c1nc2ccccc2s1	4	-2	1.0	4	12	15	-15	9	·	-0.9
39	CC(NC(=O)COC(=O)COc1cccc2c1OC(C)(C)C2)c1ccccc1 (stereo unspecified)	0	-2	-1.2	-3	20	13	-1	0	-9	-0.4
40	CCN1CCCC1CNC(=S)Nc1ccc(C(C)=O)cc1 (stereo unspecified)	-1	1	1.6	-4	-13	2	-7	9	-7	i
41	Cc1cccn2c(=O)c3cc(C(=O)NCC4CCCO4)c(=N)n(CCN4CCOCC4)c3nc12 (stereo unspecified)	-3	-1	5.3	3	28	-127	-35	6	1	-0.4
42	Cc1ccc(-c2noc(CCC(=O)NCc3ccc4c(c3)OCO4)n2)cc1	-2	7	·	-6	21	3	1	-6	-5	i
43	COc1ccc(C2=NN(c3nc(-c4ccccc4)c(CC(=O)O)s3)C(c3ccco3)C2)cc1 (stereo unspecified)	-3	10	0.7	-30	-4	-1	5	-25	-6	-0.2
44	COc1ccc(C(=O)c2ccc(CC#N)s2)cc1	-1	-1	·	5	13	12	-3	6	-7	1.7
45	O=C(CN1CCCCC1)Nc1cccc2c1OCO2	-7	6	·	-3	11	-1	-4	3	-4	·
46	CC(C)=CCN1CCN(Cc2cc(F)ccc2-n2nc(C)cc2C)CC1CCO (stereo unspecified)	-2	-1	0.7	8	35	-7	-2	3	-6	i
47	CC(C)N(C1=N/C(=C\c2ccco2)C(=O)N1c1ccccc1)C(C)C	1	5	·	-4	39	3	3	-4	-5	i
48	Cc1ccc(NC(=O)C2CCN(S(=O)(=O)c3c(C)n[nH]c3C)CC2)c(C)c1	0	-4	-0.1	-3	4	11	-2	11	-6	i
49	CCOC(=O)N1CCN(C(=O)c2ccc3c(=O)n(CC4CCCO4)c(=S)[nH]c3c2)CC1 (stereo unspecified)	3	1	·	-6	15	-8	3	4	-14	-3.1
50	O=C(c1cc2ccccc2o1)N1CCN(S(=O)(=O)/C=C/c2ccccc2)CC1	5	37	1.2	2	14	7	0	-5	1	-0.3
51	CCn1c(CNC(=O)c2ccco2)nnc1SCC(=O)Nc1ccc(Br)cc1F	1	7	·	-2	0	-4	3	10	-22	-2.2
52	Nc1nonc1C(=O)NCCNc1ncccc1[N+](=O)[O-]	3	-8	0.6	-6	-17	-7	-30	-2	-16	-1.0
53	O=[N+]([O-])c1ccc(S(=O)(=O)N/N=C/c2ccc3c(c2)OCO3)cc1	-3	6	0.3	0	19	5	-9	7	·	-0.2
54	COc1cccc(/C=N/NC(=O)CSc2nnc(C)n2-c2ccccc2)c1OC	-3	11	·	-1	26	2	-1	8	·	i
55	CN(C(=O)CCN1C(=O)C2C3C=CC(C3)C2C1=O)c1ccccc1 (stereo unspecified)	-2	-8	1.9	-2	23	-9	0	3	-8	0.2
56	CC(C)(C)c1cc2nc(NCCc3ccc(S(N)(=O)=O)cc3)ccn2n1	·	2	1.1	·	·	1	-4	·	·	-0.5
57	O=Nc1ccc(O)c2ncccc12	2	0	-6.8	15	-26	22	-18	11	12	0.8
58	COC(=O)C1=C(CCc2ccccc2)NC(=O)NC1c1ccc(Cl)cc1 (stereo unspecified)	·	-2	1.2	-11	·	4	7	-8	11	-0.8
59	Cc1ccc(NS(=O)(=O)c2cccs2)nc1	1	6	1.7	-5	28	-16	5	1	0	-0.2
60	Cc1ccc(S(=O)(=O)Nc2ccc(O)c(Sc3ncn[nH]3)c2)cc1	1	-7	-8.4	0	23	4	13	-9	-11	-0.1
61	CCOC(=O)c1ccc(Oc2nc(NC)nc(OC)n2)cc1	-1	6	·	6	6	6	2	-11	-3	4.5
62	Cc1ccccc1N1C(=O)c2ccccc2NC1c1ccncc1 (stereo unspecified)	-3	4	0.5	-4	-5	7	0	-4	12	·
63	O=C(c1ccco1)N(Cc1cccc([N+](=O)[O-])c1)c1ccc(Br)cc1	5	36	1.1	7	1	11	8	0	18	-0.9
